Prostate diff: activators of LNCaP prostate cell differentiation, primary screen, flow cytometry side scatter; 4 d; 24,000 tested, 0.56% active; side scatter shift, % at 10 µM;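 active = side scatter shift above 30%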;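 also: androgen-responsive LNCaP prostate cancer cells in charcoal-stripped serum medium; percent of cells past a gate set so DMSO wells show 10% shift; higher shift means more granular cells and more differentiation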
VLA-4 allo ag: enhancers of LDV-FITC binding to VLA-4 integrin, primary screen, Jurkat cells, flow cytometry; Integrin alpha-4 (Homo sapiens), P13612; 24,000 tested, under 10 active; activation, % at 10 µM (by protocol); AID 528, 2006;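 active = fluorescent ligand binding to cells raised by more than 40% of the manganese-induced maximum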;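 also: 0% = ligand binding without compound and 100% = manganese-stimulated maximal binding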
Target sequence (P13612 whole entry, looked up): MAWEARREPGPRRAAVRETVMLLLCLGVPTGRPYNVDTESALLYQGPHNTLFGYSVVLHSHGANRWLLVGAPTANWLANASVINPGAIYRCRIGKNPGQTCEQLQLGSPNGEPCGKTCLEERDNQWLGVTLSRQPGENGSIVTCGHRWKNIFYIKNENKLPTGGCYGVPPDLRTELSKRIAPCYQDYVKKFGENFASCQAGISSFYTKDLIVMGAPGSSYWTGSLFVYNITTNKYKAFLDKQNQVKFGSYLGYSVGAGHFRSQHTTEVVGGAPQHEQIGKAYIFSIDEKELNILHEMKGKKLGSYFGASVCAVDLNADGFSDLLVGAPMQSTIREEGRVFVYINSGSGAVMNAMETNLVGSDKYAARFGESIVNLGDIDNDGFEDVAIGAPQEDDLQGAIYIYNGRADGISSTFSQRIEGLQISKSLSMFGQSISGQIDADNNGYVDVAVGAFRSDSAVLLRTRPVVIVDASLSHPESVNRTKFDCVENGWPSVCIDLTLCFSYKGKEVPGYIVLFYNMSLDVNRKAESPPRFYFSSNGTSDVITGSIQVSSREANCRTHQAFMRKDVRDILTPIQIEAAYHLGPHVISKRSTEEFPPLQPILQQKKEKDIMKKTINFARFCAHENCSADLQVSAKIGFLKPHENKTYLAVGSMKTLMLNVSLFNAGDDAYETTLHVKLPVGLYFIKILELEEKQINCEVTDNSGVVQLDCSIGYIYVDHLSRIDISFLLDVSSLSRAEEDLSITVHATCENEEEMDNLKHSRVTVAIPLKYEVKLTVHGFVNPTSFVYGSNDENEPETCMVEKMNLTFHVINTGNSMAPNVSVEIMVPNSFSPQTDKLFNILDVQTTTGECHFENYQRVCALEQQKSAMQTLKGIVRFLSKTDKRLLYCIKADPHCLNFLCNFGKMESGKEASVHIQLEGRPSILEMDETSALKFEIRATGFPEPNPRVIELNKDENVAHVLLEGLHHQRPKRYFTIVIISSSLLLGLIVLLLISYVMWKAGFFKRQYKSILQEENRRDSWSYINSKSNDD
VLA-4 antagonist: inhibitors of LDV-FITC binding to Mn2+-activated VLA-4, primary screen, Jurkat cells | inhibition, % at 10 µM (by protocol) | 24,000 tested, 0.2% active | Integrin alpha-4 (Homo sapiens), P13612 | LDV-FITC binding with Mn2+, flow cytometry; 100% = Mn2+-driven binding gain fully reversed | AID 529, 2006;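 active = inhibition above 50%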;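 also: 0% = Mn2+ stimulated cells lacking compound and 100% = ligand binding without Mn2+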
Jurkat autofluor: compound autofluorescence on Jurkat cells, primary screen, artefact control for VLA-4 allosteric ligand project, cell-based, flow cytometry. active compounds read high; 1 = vehicle-only cell background. fluorescence ratio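 (tested at 10 µM compound in the well)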. 24,000 tested, 0.61% active;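 active = fluorescence ratio above 2.44, which is 1 plus 3 SD of all ratios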;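 also: green fluorescence of cells measured with 488 nm excitation and 530 nm emission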
An asterisk follows results filed as active. The list is partial; rates above refer to the full screens.

SMILES | Prostate diff | VLA-4 allo ag | VLA-4 antagonist | Jurkat autofluor
COc1cc2nc(N3CCN(C(=O)C4COc5ccccc5O4)CC3)nc(N)c2cc1OC (configuration not stated) | 28 | -14 | -8 | 1.2
NS(=O)(=O)c1cc2c(cc1C(F)(F)F)NC(Cc1ccccc1)NS2(=O)=O (configuration not stated) | 2 | 0 | -16 | 1
Cc1nnc(NS(=O)(=O)c2ccc(N)cc2)s1 | 7 | 4 | -16 | 1.1
c1ccc2c(CC3=NCCN3)cccc2c1 | 3 | 0 | -10 | 1
C[C@]12CC[C@H]3[C@@H](CCC4=CC(=O)CC[C@@]43C)[C@@H]1CC[C@@H]2C(=O)CO | 11 | -1 | -2 | 1
CC1=NN(c2ccccc2)C(=O)C1 | 3 | 4 | -15 | 1
CC(C)Cc1ccc(C(C)C(=O)O)cc1 (configuration not stated) | 7 | -2 | -18 | 1
COc1ccc(CN(CCN(C)C)c2ccccn2)cc1 | 4 | 5 | -7 | 0.99
COc1ccccc1OCC(O)COC(N)=O (configuration not stated) | 3 | -4 | -10 | 1
CN(C)CCCN1c2ccccc2Sc2ccccc21 | 6 | 14 | -28 | 1.1

A different layout for part of the listing above:
SMILES	Prostate diff	VLA-4 allo ag	VLA-4 antagonist	Jurkat autofluor
CC1=NN(c2ccccc2)C(=O)C1	3	4	-15	1
CC(C)Cc1ccc(C(C)C(=O)O)cc1 (configuration not stated)	7	-2	-18	1
COc1ccc(CN(CCN(C)C)c2ccccn2)cc1	4	5	-7	0.99
COc1ccccc1OCC(O)COC(N)=O (configuration not stated)	3	-4	-10	1
CN(C)CCCN1c2ccccc2Sc2ccccc21	6	14	-28	1.1

Arranged by heavy-atom count (descending): three of the compounds above
SMILES | Prostate diff | VLA-4 allo ag | VLA-4 antagonist | Jurkat autofluor
NS(=O)(=O)c1cc2c(cc1C(F)(F)F)NC(Cc1ccccc1)NS2(=O)=O (configuration not stated) | 2 | 0 | -16 | 1
C[C@]12CC[C@H]3[C@@H](CCC4=CC(=O)CC[C@@]43C)[C@@H]1CC[C@@H]2C(=O)CO | 11 | -1 | -2 | 1
CC(C)Cc1ccc(C(C)C(=O)O)cc1 (configuration not stated) | 7 | -2 | -18 | 1

Bioassay records (PubChem BioAssay)
